Screens from PubChem BioAssay.
SENP7 block – inhibitors of human SENP7 protease; 330,000 compounds, 1.5% hits; Q9BQF6; inhibition, % at 5 µM; recombinant SENP7, Z-RLRGG-aminoluciferin luminescence, 40 min;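 active = inhibition above about 50% at the single test dose, limit read from the data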;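 note: plate controls were DMSO with enzyme for no effect and no enzyme buffer wells for full effect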
SENP6 block – SENP6 protease inhibition. inhibition, % at 10 µM. Q9GZR1. 330,000 compounds, 1.8% hits. AID 2599. Recombinant SENP6 catalytic domain, aminoluciferin luminescence;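 active = inhibition above about 50% at the single tested dose, limit read from the data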;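 note: plate controls were DMSO wells with enzyme for no effect and DMSO wells lacking enzyme for full effect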
Target sequence (Q9GZR1 628-1112 limits assumed): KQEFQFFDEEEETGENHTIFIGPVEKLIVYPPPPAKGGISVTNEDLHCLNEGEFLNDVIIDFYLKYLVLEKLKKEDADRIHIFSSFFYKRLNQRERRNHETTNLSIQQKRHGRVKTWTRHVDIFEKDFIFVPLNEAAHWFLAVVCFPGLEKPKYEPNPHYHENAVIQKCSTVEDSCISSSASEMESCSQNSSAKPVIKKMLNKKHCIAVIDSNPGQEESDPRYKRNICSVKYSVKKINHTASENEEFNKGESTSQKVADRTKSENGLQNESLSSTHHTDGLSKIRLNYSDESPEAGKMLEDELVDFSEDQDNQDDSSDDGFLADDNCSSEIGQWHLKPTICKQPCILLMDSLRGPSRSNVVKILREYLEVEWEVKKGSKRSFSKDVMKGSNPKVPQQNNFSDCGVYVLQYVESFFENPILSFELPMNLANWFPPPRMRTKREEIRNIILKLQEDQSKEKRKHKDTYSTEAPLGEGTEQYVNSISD
SENP1 inh – blocks the human SENP1 SUMO protease catalytic domain; Q9P0U3; recombinant SENP1 catalytic domain, CyPet-SUMO1-YPet FRET cleavage; inhibition, % at 10 µM; 360,000 compounds, 0.21% hits;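 active = inhibition at least 30% at 10 µM, raw YFP signal under a set limit, fluorescence ratio 0.5 to 1.5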;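 note: 0% = enzyme with DMSO and 100% = no enzyme wells; some results filed as inactive read as strong as hits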
Target sequence (Q9P0U3 419-644 limits assumed): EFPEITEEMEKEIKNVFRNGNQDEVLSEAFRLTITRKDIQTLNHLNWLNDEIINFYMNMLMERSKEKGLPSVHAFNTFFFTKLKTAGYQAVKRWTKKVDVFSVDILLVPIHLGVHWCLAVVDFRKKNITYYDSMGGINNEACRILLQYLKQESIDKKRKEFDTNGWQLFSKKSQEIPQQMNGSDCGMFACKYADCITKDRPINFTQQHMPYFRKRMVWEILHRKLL
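Assay system: hSENP1 catalytic domain, recombinant. Amount: SENP1 enzyme, 20 pM final. Schedule: 50 min reaction, RT, dark. Technique: FRET, CFP and YFP emission. Control set: no-enzyme wells low, DMSO-plus-enzyme wells high control.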
SENP8 block-1 – SENP8 protease inhibition. Q96LD8. purified SENP8, Z-RLRGG-aminoluciferin cleavage, luminescence. inhibition, % at 10 µM. 330,000 compounds, 1.2% hits. AID 2540; in the data active = inhibition above about 50%
Target sequence (Q96LD8 whole entry, looked up): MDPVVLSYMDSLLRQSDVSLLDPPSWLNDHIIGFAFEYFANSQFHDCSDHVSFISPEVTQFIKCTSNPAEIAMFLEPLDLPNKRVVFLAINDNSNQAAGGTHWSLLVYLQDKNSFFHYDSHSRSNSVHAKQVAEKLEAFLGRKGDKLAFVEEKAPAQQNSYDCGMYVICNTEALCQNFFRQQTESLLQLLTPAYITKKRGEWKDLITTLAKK
SENP8 block-2 – blocks human SENP8 cleavage of Nedd8 substrate; 360,000 compounds, 0.64% hits; inhibition, % at 20 µM; Q96LD8; recombinant SENP8, Nedd8 substrate fluorescence; AID 602440; in the data active = inhibition mostly above about 40%, no sharp cut-off; inactive = mostly below about 27%
PfG6PD inh – PfG6PD (Plasmodium falciparum) enzyme inhibition; PfGluPho enzyme, NADPH resazurin-diaphorase fluorescence; inhibition, % at 20 µM; 350,000 compounds, 0.78% hits; AID 504690;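 active = inhibition reaching at least a set limit at 20 µM in the primary screen, cut at about 59% in these data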;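 note: 0% = DMSO wells with substrate and 100% = DMSO wells lacking glucose-6-phosphate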
HKDC1 inhibitor – inhibitors of human hexokinase HKDC1. recombinant HKDC1, G6PDH/diaphorase resazurin coupled fluorescence. inhibition, % at 20 µM. 340,000 compounds, 0.16% hits;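 active = inhibition above about 35% when tested at 20 µM, limit read from the data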;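 note: plate controls were DMSO wells with enzyme for no effect and DMSO wells lacking enzyme for full effect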
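Assay system – recombinant HKDC1 (HK5) hexokinase enzyme, produced in-house · Input – HKDC1 at 5 µg/mL · Reagent – glucose plus 1 mM ATP as hexokinase substrates · Timing – 90 min reaction incubation at room temperature, dark · Measured by – G6PDH/diaphorase-coupled fluorescence, 1 mM NADP, 100 µM resazurin, 525/613 nm · Benchmarks – DMSO-enzyme wells negative, buffer-substituted wells positive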
NALP3 yeast inh – inhibitors of NALP3 inflammasome in yeast; Yeast reconstituted NLRP3/ASC/caspase-1, beta-gal luminescence, 24 h; inhibition, % at 10 µM; 330,000 compounds, 0.39% hits; AID 2825;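 active = inhibition of 50% or more; inactive = inhibition below 50%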;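 note: plate controls were induced DMSO wells for no effect and uninduced yeast grown without galactose for full effect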
Apaf1 inhib – human Apaf-1 inhibition; O14727; reconstituted apoptosome caspase-3 activity, DEVD-Rh110 fluorescence; inhibition, % at 20 µM; 330,000 compounds, 0.71% hits; active = inhibition of at least 40% at 20 µM;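 note: plate controls were DMSO wells for no effect and DEVD-CHO caspase inhibitor wells for full effect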
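Material: reconstituted apoptosome with Apaf-1, cytochrome c, caspase-9, procaspase-3, dATP / Buffer or medium: pH 7.5 Hepes buffer with CHAPS, BSA, DTT / Also added: cytochrome c with DEVD-Rh110 / Schedule: compound with Apaf-1, dATP, procaspase-3 30 min, then 50 min reaction, room temperature / Technique: rhodamine 110 fluorescence at Ex 480/Em 540 nm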
* = called active by the depositor; x = no result given.

SMILES	SENP7 block	SENP6 block	SENP1 inh	SENP8 block-1	SENP8 block-2	PfG6PD inh	HKDC1 inhibitor	NALP3 yeast inh	Apaf1 inhib
CC(C)CNS(=O)(=O)c1ccc(Br)cc1N1CCC[C@@H]1CO	-4	x	2	x	6	-4	13	x	18
COC(=O)c1ccc(Sc2ccc(Cl)cc2)c(N)c1	4	4	0	4	-292	6	6	28	-10
CC(C)C(=O)Nc1ccc(COc2ccccc2CN(Cc2ccccc2)C(=O)OC(C)(C)C)cc1	x	x	0	x	-2	3	-3	x	x
CCOC(=O)c1sc(/N=C/c2ccc(O)cc2O)cc1C	9	96*	-1	94*	-33	8	4	-10	6
O=C(Nc1cccnc1)c1ccccc1-c1nc(-c2ccccc2F)no1	7	6	2	5	8	-4	-9	2	-1
Cc1nn(-c2ccccc2)c2sc(C(=O)OC3CCOC3=O)cc12 (stereo not given)	5	2	-1	0	-279	5	2	16	14
Cc1ccc(CNc2nc3ccccc3n2C)cc1	72*	78*	1	59*	-13	-4	2	23	-5
O=C(CSc1nnc(COc2ccccc2)o1)N1CCCC1	1	8	2	2	4	-2	-6	21	-9
CCN(CC)S(=O)(=O)c1ccc(OC)c(NC(=O)c2cc([N+](=O)[O-])ccc2Cl)c1	4	-13	1	-1	26	1	2	1	8
CC(C)Cc1nnc(NC(=O)CSc2nc(N)cc(=O)[nH]2)s1	3	-5	-2	1	2	-25	-1	-1	-17
OC(COc1ccccc1F)CN1CCC(Cc2ccccc2)CC1 (stereo not given)	0	-20	0	-1	10	-3	-8	28	-4
NC(=O)C1CCN(CC(O)COc2ccc(-c3ccccc3)cc2)CC1 (stereo not given)	0	20	1	-7	-6	-10	-6	11	6
CCOC(=O)c1c(-c2ccc(-c3ccccc3)cc2)csc1NC(=O)c1cccc(N2C(=O)CCC2=O)c1	2	2	1	-8	-403	-15	6	4	10
COc1ccc(C2CC(c3ccc(OC)cc3)n3nc(N)nc3N2)cc1 (stereo not given)	-12	-5	0	-8	-249	-12	-4	-18	-3
O=C(COC(=O)/C=C/c1ccc(OC(F)F)cc1)Nc1cccc(S(=O)(=O)N2CCCC2)c1	-3	-9	0	-4	22	12	0	15	13
CCC(=O)N1C(Cc2ccccc2)COC1(C)C (stereo not given)	-4	-9	0	-6	17	6	11	-15	1
O=C1CCCc2ccccc2N1Cc1cccc(F)c1	-6	-17	0	-14	14	-7	-6	-14	9
NC(=O)C1CCN(C(=O)c2ccc(-c3ccccc3Cl)o2)CC1	-5	6	0	-1	9	6	-3	9	-4
COc1ccc(C2C=C(C)Nc3ncnn32)cc1 (stereo not given)	7	-16	-1	1	-417	-2	2	-12	-18
C[C@H](NC(=O)c1nc[nH]c1C(=O)N[C@@H](CCCCNC(=O)OC(C)(C)C)C(=O)OC(C)(C)C)C(=O)OC(C)(C)C	0	0	0	-12	2	31	2	0	22
O=c1cc(-c2ccc(O)c(O)c2)oc2c(C3O[C@H](CO)[C@@H](O)[C@H](O)[C@H]3O)c(O)cc(O)c12 (stereo not given in full)	-5	5	18	9	26	-2	6	22	-6
CC(=O)Nc1ccc(NC(=O)CN(C)S(=O)(=O)c2ccc3c(c2)CCC(=O)N3)cc1	-1	3	0	-5	16	-6	-2	6	-11
CCCCC(=O)NS(=O)(=O)c1ccc(N=NN(CC)CC)cc1	-4	5	3	-4	1	-3	-9	-7	-6
CCCS(=O)(=O)N1CCCC(C(=O)NC(C)c2ccc3c(c2)OCCO3)C1 (stereo not given)	-3	14	3	-6	27	-8	3	-5	-4
Nc1ccc(OC(=O)Nc2ccc(O)cc2)cc1	-4	0	6	-1	32	42	3	4	16

Next section:
SMILES	SENP7 block	SENP6 block	SENP1 inh	SENP8 block-1	SENP8 block-2	PfG6PD inh	HKDC1 inhibitor	NALP3 yeast inh	Apaf1 inhib
CN(C)c1ccc(/C=N/n2c(-c3cccnc3)n[nH]c2=S)cc1	-2	-2	-8	0	-66	38	-9	7	10
CC1CN=C(N(C(=O)Nc2ccccc2)c2ccc(S(=O)(=O)N3CCOCC3)cc2)S1 (stereo not given)	6	-19	0	-4	7	-17	-1	19	4
O=C(NCCC(=O)N1CCC2(CC1)NCCc1[nH]cnc12)c1cccc(Cl)c1	33	3	3	-6	14	-2	-2	10	0
Cc1sc2ncn(CC(=O)N3CCCCC3)c(=O)c2c1C	3	-18	-3	-2	-4	32	-6	11	-17
COc1ccc(N(CC(=O)NC2CCCC2)C(=O)c2ccc(C)s2)cc1OC	1	-2	0	-10	6	-1	-5	4	2
Cc1ccc(-c2nc3ccc(NS(=O)(=O)c4ccccc4)cc3[nH]2)o1	-6	-14	23	-9	-37	35	7	2	-13
O=C(Nc1ccc(Cl)cc1Cl)c1n[nH]c(Cn2cncn2)n1	-8	-8	1	-19	6	-12	-4	13	6
Cc1ccc(CS(=O)(=O)CCC(=O)NCCN(C)Cc2ccccc2)cc1	2	-14	3	-2	19	-23	-4	0	-11
COc1ccc(C(=O)NNC(=O)C23CC4CC(CC(C4)C2)C3)c(OC)c1	4	-15	0	4	14	4	-9	5	-1
COc1ccccc1OCC(=O)N/N=C1\CCc2ccccc21	7	-11	1	-12	21	-8	19	-1	10
Cc1cccc(OCc2n[nH]c(=S)o2)c1	-1	-2	2	-11	0	5	-6	-4	-2
C[C@H](NC(=O)[C@@H]1Cc2ccccc2CN1)C(=O)NC1CCCC1	9	-1	-1	10	8	-18	5	14	-21
N/C(=N\OS(=O)(=O)c1ccc2ccccc2c1)c1cccnc1	4	9	2	-1	10	-11	-8	-1	-13
Cc1nn(Cc2ccc(Cl)cc2)c(C)c1NC(=O)CCCn1nc([N+](=O)[O-])c(Cl)c1C	-4	-30	1	-11	11	-15	8	-2	-1
O=C(O)c1ccccc1Sc1ncnc2sccc12	-1	12	-8	0	-6	-7	3	-3	-19
Cc1ccc(NS(=O)(=O)c2ccc(NC(=O)C3CC3)cc2)c(C)c1	4	-6	2	-8	4	-7	5	13	14
CCN(CC(=O)N1CCCC1)S(=O)(=O)c1ccc(OC)cc1	10	-36	0	-11	2	-24	1	-1	-2
COc1cc(NC(=O)NS(=O)(=O)c2ccc(C)cc2)cc(OC)c1	3	-6	7	-6	0	39	12	2	-11
COc1ccc(C(CNC(=O)c2cc(SC)ccc2Cl)N(C)C)cc1 (stereo not given)	7	4	-4	2	-8	9	-8	9	-22
Cc1ccc(-n2c(SCC(=O)N3CCC(C(=O)O)CC3)nc3ccccc3c2=O)cc1C	-8	0	1	-1	8	1	-6	10	10
Cc1cc(=O)oc2c(C(=O)/C=C/c3ccccc3)c(O)ccc12	12	-3	0	-6	-156	-1	-2	29	-7
Cc1cc(C)c2c(N)c(C(=O)Nc3ccc(F)cc3)sc2n1	-5	14	-105	-4	-304	28	-5	26	8
Cc1c(NC(=O)c2c(O)c3ccccc3n(C)c2=O)c(=O)n(-c2ccccc2)n1C	1	-13	2	4	0	-13	7	18	2
CCOC1=NN(c2ncc(C(F)(F)F)cc2Cl)C(=O)/C1=C/N(C)C	-8	-11	-3	-9	-2	10	-4	7	-10
CN1CCN(CC(C)(C)NS(=O)(=O)c2ccccc2)CC1	-6	-27	3	0	18	0	-6	2	-5

Remaining list, next part
SMILES	SENP7 block	SENP6 block	SENP1 inh	SENP8 block-1	SENP8 block-2	PfG6PD inh	HKDC1 inhibitor	NALP3 yeast inh	Apaf1 inhib
C=CCc1ccccc1OCC(O)CN1CCN(CCN2C(=O)c3cccc4cccc(c34)C2=O)CC1 (stereo not given)	10	-5	7	-7	11	-4	-15	15	18
Cc1nc(Nc2ccc(S(N)(=O)=O)cc2)oc1C	17	-9	-1	-8	14	-1	-1	18	4
CC1(C)C(=O)Nc2ccccc2N1C(=O)COC(=O)/C=C/c1ccc(OC(F)F)cc1	-4	1	1	5	9	-2	1	20	-11
CCOC(=O)Cc1csc(-n2sc3ccccc3c2=O)n1	-18	4	-44	6	-18	124*	6	19	6
Cc1onc(C(=O)N2CCN(C(c3ccccc3)c3ccccc3)CC2)c1[N+](=O)[O-]	9	4	0	4	18	-20	10	-11	2
O=C(CN1CCCCCC1)Nc1cc([N+](=O)[O-])ccc1Cl	4	-2	1	-1	30	38	1	17	4
COc1ccccc1CNC(=O)C1=CCN(S(=O)(=O)c2ccc(C)cc2)CC1	7	-5	-2	-7	6	3	-6	11	-11
O=C(Nc1ccc(-c2nc3cccnc3s2)cc1)c1ccc(Cl)nc1	5	-7	-11	-4	-422	1	-7	11	-14

Exported as a markdown table: part of the list above.
| Compound | SENP7 block | SENP6 block | SENP1 inh | SENP8 block-1 | SENP8 block-2 | PfG6PD inh | HKDC1 inhibitor | NALP3 yeast inh | Apaf1 inhib |
| --- | --- | --- | --- | --- | --- | --- | --- | --- | --- |
| C=CCc1ccccc1OCC(O)CN1CCN(CCN2C(=O)c3cccc4cccc(c34)C2=O)CC1 (stereo not given) | 10 | -5 | 7 | -7 | 11 | -4 | -15 | 15 | 18 |
| Cc1nc(Nc2ccc(S(N)(=O)=O)cc2)oc1C | 17 | -9 | -1 | -8 | 14 | -1 | -1 | 18 | 4 |
| CC1(C)C(=O)Nc2ccccc2N1C(=O)COC(=O)/C=C/c1ccc(OC(F)F)cc1 | -4 | 1 | 1 | 5 | 9 | -2 | 1 | 20 | -11 |
| CCOC(=O)Cc1csc(-n2sc3ccccc3c2=O)n1 | -18 | 4 | -44 | 6 | -18 | 124* | 6 | 19 | 6 |
| Cc1onc(C(=O)N2CCN(C(c3ccccc3)c3ccccc3)CC2)c1[N+](=O)[O-] | 9 | 4 | 0 | 4 | 18 | -20 | 10 | -11 | 2 |
| O=C(CN1CCCCCC1)Nc1cc([N+](=O)[O-])ccc1Cl | 4 | -2 | 1 | -1 | 30 | 38 | 1 | 17 | 4 |
| COc1ccccc1CNC(=O)C1=CCN(S(=O)(=O)c2ccc(C)cc2)CC1 | 7 | -5 | -2 | -7 | 6 | 3 | -6 | 11 | -11 |
